Screening data deposited in PubChem by several laboratories.
PKA kinase inh – blocks human protein kinase A activity | PKA Kemptide phosphorylation, Kinase-Glo ATP luminescence | inhibition, % at 6 µM | hit rate 0.1% among 65,000;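 active = inhibition above the screen-wide mean inhibition plus 3 SD, cut at about 21% in these data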; note: many of its hits are not listed in these tables
DUSP1 inh – human dual specificity phosphatase 1 inhibition | P28562 | recombinant MKP-1, OMFP hydrolysis fluorescence | inhibition, %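 (compounds tested at a single concentration somewhere between 10 and 100 µM)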 | hit rate 0.15% among 65,000 | AID 374;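 active = inhibition above about 50%, limit read from the data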;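 note: 0% = DMSO max control wells and 100% = wells with enzyme stopped by NaOH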
Target sequence (P28562 whole entry, looked up): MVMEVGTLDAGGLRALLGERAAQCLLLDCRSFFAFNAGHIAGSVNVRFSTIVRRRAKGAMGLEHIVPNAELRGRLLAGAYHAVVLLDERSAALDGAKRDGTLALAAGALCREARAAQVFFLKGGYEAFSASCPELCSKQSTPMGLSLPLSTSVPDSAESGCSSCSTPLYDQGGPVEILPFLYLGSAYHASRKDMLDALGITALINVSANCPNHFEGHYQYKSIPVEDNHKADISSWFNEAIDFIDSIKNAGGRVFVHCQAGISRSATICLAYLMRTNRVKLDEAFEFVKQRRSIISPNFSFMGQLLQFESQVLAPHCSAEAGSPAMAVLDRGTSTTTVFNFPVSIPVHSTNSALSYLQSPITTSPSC
JNK3 blocker – JNK3 (human) kinase inhibition. purified JNK3 kinase activity, HTS. inhibition, % at 8 µM. hit rate 0.61% among 60,000; in the data active = inhibition above about 17%;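 note: 0% = DMSO and 100% = reference inhibitor; many of its hits are not listed in these tables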
Target sequence (P53779 whole entry, looked up): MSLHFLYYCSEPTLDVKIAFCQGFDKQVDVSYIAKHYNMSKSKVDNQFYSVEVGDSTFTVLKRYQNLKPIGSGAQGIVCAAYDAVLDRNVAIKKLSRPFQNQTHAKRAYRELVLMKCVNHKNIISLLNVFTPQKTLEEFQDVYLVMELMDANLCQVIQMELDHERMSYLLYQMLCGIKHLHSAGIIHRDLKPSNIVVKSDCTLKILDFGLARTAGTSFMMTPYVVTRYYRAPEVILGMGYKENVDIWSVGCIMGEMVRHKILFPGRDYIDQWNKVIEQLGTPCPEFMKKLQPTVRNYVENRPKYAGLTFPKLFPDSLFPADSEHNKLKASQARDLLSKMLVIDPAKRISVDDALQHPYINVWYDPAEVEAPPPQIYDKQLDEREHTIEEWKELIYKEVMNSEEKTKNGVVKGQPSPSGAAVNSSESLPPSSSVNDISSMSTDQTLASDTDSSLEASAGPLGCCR
Jurkat viability – cytotoxic compounds reducing Jurkat cell viability; Jurkat E6.1 viability, ATP luminescence, 48 h; AID 463; hit rate 1.2% among 56,000; inhibition, % at 4 µM;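 active = inhibition above the mean inhibition of all tested compounds plus 3 SD, cut at about 28% in these data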
ROCK2 inh – blocks human Rho kinase 2 activity | O75116 | purified ROCK2, Kinase-Glo ATP depletion luminescence | inhibition, % at 6 µM | hit rate 0.35% among 60,000 | AID 604;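 active = inhibition above the screen-wide mean inhibition plus 3 SD, cut at about 18% in these data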;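 note: plate controls were DMSO wells for no effect and Y-27632 control wells after no-enzyme background subtraction for full effect; many of its hits are not listed in these tables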
HEK293 NFkB inh – lowers PMA/ionomycin-induced NF-kB signal in HEK293 cells | HEK-293 NF-kB luciferase reporter, luminescence | inhibition, % at 3 µM | hit rate 0.21% among 62,000 | AID 465;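 active = inhibition above the mean of all tested compounds plus 3 SD, cut at about 40% in these data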;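 note: 0% = stimulated DMSO wells and 100% = 10 µM reference inhibitor 5653914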
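Reagent: PMA plus ionomycin mix as NF-kB-activating stimulus. Assay system: NF-kB luciferase reporter HEK-293 cells. Technique: luminescence from luciferase substrate reagent. Incubation: 1 h compound pre-incubation, 16 h PMA/ionomycin at 37 °C. Benchmarks: DMSO only as uninhibited control, 10 µM reference inhibitor as full inhibition. Repeats: tested once.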
MMP-13 inhibitor – MMP13 (human) collagenase inhibition; P45452; MMP-13 fTHP FRET cleavage, Mca fluorescence; inhibition, % at 4 µM; hit rate 0.07% among 65,000; AID 570;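 active = inhibition above the mean of compound-free control plate wells plus 3 SD, cut at about 14% in these data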;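 note: 0% = DMSO wells and 100% = wells with reference MMP-13 inhibitor after basal subtraction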
Cdc25B block – inhibitors of human Cdc25B phosphatase | P30305 | recombinant Cdc25B, OMFP fluorescence Ex485/Em525 | inhibition, %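 (compounds tested at 10 µM final in the well)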 | hit rate 0.1% among 65,000; in the data active = inhibition above about 50%
TNAP act DEA – human TNAP activation, intermediate phosphate acceptor. activation factor at 20 µM. 64,000 tested, under 10 active. P05186. purified TNAP, CDP-star luminescence, 100 mM DEA, 30 min; hits give high values; scale: 0 levamisole-inhibited, 1 vehicle-only enzyme;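 active = activation factor of at least 2 at 20 µM, relative to controls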
Starred values were filed as active, the others as inactive; nt = no result given; [ ] = another dose, or the depositor's remark.

SMILES	PKA kinase inh	DUSP1 inh	JNK3 blocker	Jurkat viability	ROCK2 inh	HEK293 NFkB inh	MMP-13 inhibitor	Cdc25B block	TNAP act DEA
CCOCCn1c(N2CCN(c3ccccc3)CC2)nc2c1c(=O)n(C)c(=O)n2C	7	-2	nt	nt	nt	17	2	-5	0.9
COc1cccc2cc(C(=O)Nc3cccc(C)n3)c(=O)oc12	-1	14	2	4	0	-21	0	7	0.9
CCCCn1c(=O)[nH]c2ccccc21	-7	8	7	8	2	13	-2	-6	0.9
CN1CCN(C(=O)c2ccccc2NC(=O)c2cccs2)CC1	-3	10	-5	1	-5	13	6	23	0.9
S=c1nc(-c2ccccc2)n(CCN2CCOCC2)c2c1CCCC2	6	4	nt	nt	nt	9	3	-22	1
O=C(c1ncc[nH]1)c1ccco1	0	-23	3	0	-2	12	1	-32	0.9
CC(C)CNS(=O)(=O)c1ccc(CCC(=O)O)cc1	8	-2	-1	0	8	13	1	-1	0.9
Cc1ccc(-n2c(CSc3nc(C)cc(C)n3)nnc2SCC(=O)NCc2ccco2)cc1	3	-4	-5	11	-4	4	-6	-7	0.9
O=C(CCCc1cccs1)Nc1nc2c(s1)CCCC2	5	-3	-5	4	6	-7	2	10	0.8
CCOc1ccc(CCNC(=O)C2CCCN(S(=O)(=O)c3c(C)n[nH]c3C)C2)cc1OCC (configuration not stated)	2	35	-3	-2	1	15	3	-13	0.9
Cc1ccc(-c2nnc3c4ccccc4c(C)nn23)cc1NC(=O)c1ccco1	10	-8	8	-1	3	23	-7	12	0.9
COc1ccc(C2C(C(=O)Nc3ccccc3)=C(C)Nc3nc(CCCO)nn32)cc1 (configuration not stated)	7	5	7	-5	4	12	1	21	1
NC(CC(=O)OC1CCCCC1)C(=O)OC1CCCCC1 (configuration not stated)	5	-17	7	-9	4	-1	0	0	0.9
O=C(c1ccc(CS(=O)(=O)c2ccc(Br)cc2)o1)N1CCN(c2ccccn2)CC1	-1	13	4	5	1	16	-2	-10	0.9
O=S(=O)(Nc1ccc(S(=O)(=O)N2CCCCC2)cc1)c1ccc(Br)s1	-5	-9	6	12	0	15	2	5	1
CCSc1nc2ccccc2n1CC(=O)OC	4	-3	-4	3	-3	7	4	-3	1
COC(=O)CN1C(=O)C2(C(C#N)=C(N)Oc3n[nH]c(-c4cccs4)c32)c2ccccc21 (configuration not stated)	1	13	nt	nt	nt	4	5	8	0.9
O=S(=O)(NC1CCCCC1)c1cccc(-c2nnc(-c3ccccc3)o2)c1	4	12	3	4	3	1	0	-13	0.9
O=S(=O)(c1ccc(Nc2ccc3c(c2)OCO3)nc1)N1CCOCC1	2	-2	2	2	4	13	1	3	1
c1ccc(OCCCn2nnc(-c3ccc(N4CCOCC4)cc3)n2)cc1	9	-14	4	-2	1	-7	-10	-1	1
CCOC(=O)c1c(-c2cccs2)csc1NC(=O)CSc1ncn[nH]1	6	-9	-1	3	8	16	5	-10	1.1
COc1ccc(C)cc1S(=O)(=O)N(CC(=O)N1CCCC1)c1ccccc1	2	-6	2	1	5	12	1	-3	1
O=C(NC1CSC/C1=N\O)c1ccccc1 (configuration not stated)	10	-4	7	2	8	14	5	-12	0.9
CCCOc1ccc(/C(O)=C2\C(=O)C(=O)N(CCCOC)C23C(=O)N(C)c2ccccc23)cc1 (configuration not stated)	1	1	6	-2	-4	11	-5	-1	0.9
CC(=O)OC(C(=O)NC1CCCCC1)c1ccc(C)cc1 (configuration not stated)	-2	12	-5	14	-6	11	0	6	1.1
O=C(c1cc(-c2ccc3c(c2)OCO3)on1)N1CCOCC1	10	3	1	-3	5	-31	0	-25	1
Cc1cc(C(=O)OCC(=O)NCCc2ccccc2)c(C)o1	3	1	4	3	5	-4	-6	4	0.9
O=C(O)c1oc2ccc(Br)cc2c1-n1cccc1	3	4	5	-8	5	17	-1	6	0.9
O=C(Nc1nc2c(s1)CCCC2)C1COc2ccccc2O1 (configuration not stated)	5	-14	-1	8	6	-26	-7	-9	0.9
CCOC(=O)c1ccc(Nc2nc(C)cc(C)c2C#N)cc1	9	4	-3	1	3	7	-26	-9	1

Whole records as entered above. Values in the order: PKA kinase inh | DUSP1 inh | JNK3 blocker | Jurkat viability | ROCK2 inh | HEK293 NFkB inh | MMP-13 inhibitor | Cdc25B block | TNAP act DEA
Profile of CCCOc1ccc(/C(O)=C2\C(=O)C(=O)N(CCCOC)C23C(=O)N(C)c2ccccc23)cc1 (configuration not stated) → 1 | 1 | 6 | -2 | -4 | 11 | -5 | -1 | 0.9
Profile of O=C(O)c1oc2ccc(Br)cc2c1-n1cccc1 → 3 | 4 | 5 | -8 | 5 | 17 | -1 | 6 | 0.9

Following part:
SMILES	PKA kinase inh	DUSP1 inh	JNK3 blocker	Jurkat viability	ROCK2 inh	HEK293 NFkB inh	MMP-13 inhibitor	Cdc25B block	TNAP act DEA
CCCn1c(=O)c2ccccc2n2c(SCc3nnc(-c4ccccc4Br)o3)nnc12	-3	1	-4	11	-5	11	4	2	1
O=C(O)C1CC=CCC1C(=O)Nc1cccc(C(=O)N2CCCCC2)c1 (configuration not stated)	-4	3	-2	-2	3	6	0	-1	0.8
CCOc1ccc(NC(=O)CS(=O)CC(=O)NC2CCCc3ccccc32)cc1 (configuration not stated)	4	3	-3	-6	3	5	-4	5	1
CCCCC(=O)NC(Nc1ccc(C)cn1)(C(=O)OCC)C(F)(F)F (configuration not stated)	3	-43	7	nt	9	nt	1	-28	1
COc1ccccc1NC(=O)CN1CCN(Cc2ccccc2)CC1	-5	9	16	-1	0	17	6	-4	0.9
CC(=O)Nc1ccc(S(=O)(=O)Nc2nc3ccccc3nc2Sc2nncn2C)cc1	14	13	nt	nt	nt	15	-2	-6	0.9
O=C(Cn1nnc(-c2ccccc2F)n1)Nc1ccc(C(=O)N2CCOCC2)cc1	2	4	-2	1	5	13	1	-5	1
COc1ccc(OCC(=O)Nc2cccc3cccnc23)cc1	8	24	nt	nt	nt	4	-2	-10	1
CC(=O)Nc1ccc(S(=O)(=O)NCCc2csc(C)n2)cc1	16	-1	1	-6	7	11	5	-9	nt
Cc1ccccc1Nc1nnc(C)c(=O)[nH]1	11	6	-9	-5	10	7	0	-3	0.9
Nc1c(C(=O)NC2CCCC2)c2nc3ccccc3nc2n1N	3	2	4	0	8	-6	-5	-4	0.9
O=c1c(O)c(-c2ccc3c(c2)OCO3)oc2ccccc12	5	9	-3	-2	1	-10	-18	0	0.8
O=C(NC1=NCCS1)C1CC2CCC1C2 (configuration not stated)	8	-7	2	-2	7	8	-6	-9	0.9
CCOc1ncccc1C(=O)OCC(=O)c1ccc[nH]1	3	0	-6	2	5	3	0	3	1
CCC(C)N(C(=O)COC(=O)c1[nH]c(C)c(C(C)=O)c1C)C1CCS(=O)(=O)C1 (configuration not stated)	6	9	nt	nt	nt	12	6	-6	0.9
CC(=O)N1c2c(cc(Br)cc2S(=O)(=O)N2CCOCC2)CC1C (configuration not stated)	10	7	nt	nt	nt	14	6	4	0.9
CSC1=NCCN1C(=O)Cc1ccc(F)cc1	4	5	5	-1	1	1	2	-9	0.9
CN(C)S(=O)(=O)c1cccc(-c2nnc(SCc3cc(Cl)cc4c3OCOC4)n2N)c1	10	12	0	-4	7	12	-1	-10	1
CCOC(=O)CN1C(=O)C2(OCCCO2)c2ccccc21	5	5	nt	nt	nt	13	4	1	1
CCCN(CCC)CCCNC(=O)CS(=O)Cc1nc(-c2ccc(OC)c(OC)c2)oc1C (configuration not stated)	8	20	-1	0	5	1	-14	-27	1
N=c1c(C(=O)NCc2ccco2)cc2c(=O)n3ccccc3nc2n1Cc1ccc(Cl)cc1	7	20	-1	8	1	22	-93[fluorescence artefact?]	6	0.9
CN1CCN(CCNC(=O)Nc2ccccc2C(F)(F)F)CC1	-3	2	-5	3	-2	6	0	2	0.9
Cc1cc(C)c2c(N)c(S(=O)(=O)Cc3ccccc3)sc2n1	-1	7	nt	nt	nt	8	-7	-11	0.9
Cn1nc(-c2ccccc2)c2nc3ccccc3nc21	-9	18	-10	-4	-2	12	0	6	1
CCSC(C)CC1C/C(=N/O)c2c(C)noc2C1 (configuration not stated)	-5	12	5	6	-1	6	-12	0	0.9
COc1ccc(N2C(=O)C3CCCN3C2c2ccc(Cl)cc2)cc1 (configuration not stated)	8	11	4	2	6	7	5	-9	1
COCCn1nnnc1C(c1cc2cc(C)ccc2[nH]c1=O)N1CCCCCC1 (configuration not stated)	6	12	5	-2	1	4	0	4	1
C=CCOC(=O)COc1ccc2c(C)c(CC)c(=O)oc2c1	-8	10	3	7	-6	4	-150[fluorescence artefact?]	-1	0.9
COc1cccc(C(=O)NCC(=O)N2CCC(C)CC2)c1	-7	4	nt	nt	nt	0	4	-7	1
Cc1c(Nc2nc3ccccc3nc2NS(=O)(=O)c2ccccc2)c(=O)n(-c2ccccc2)n1C	-3	25	4	2	0	-1	2	8	0.9
C/C(=N\O)c1ccc2c3c([nH]c2c1)CCCC3	10	5	-5	7	7	-4	-39	-5	1
CC[N+](C)(C)c1cccc(O)c1	1	-18	0	nt	1	nt	2	-21	0.9
COc1ccc(-c2nc(CS(=O)CC(=O)NC3CCCc4ccccc43)c(C)o2)cc1OC (configuration not stated)	4	11	1	-8	0	0	-7	-8	0.9

Six records picked at random from those above, as already listed:
SMILES	PKA kinase inh	DUSP1 inh	JNK3 blocker	Jurkat viability	ROCK2 inh	HEK293 NFkB inh	MMP-13 inhibitor	Cdc25B block	TNAP act DEA
C/C(=N\O)c1ccc2c3c([nH]c2c1)CCCC3	10	5	-5	7	7	-4	-39	-5	1
CCCN(CCC)CCCNC(=O)CS(=O)Cc1nc(-c2ccc(OC)c(OC)c2)oc1C (configuration not stated)	8	20	-1	0	5	1	-14	-27	1
COc1ccc(N2C(=O)C3CCCN3C2c2ccc(Cl)cc2)cc1 (configuration not stated)	8	11	4	2	6	7	5	-9	1
Cc1cc(C)c2c(N)c(S(=O)(=O)Cc3ccccc3)sc2n1	-1	7	nt	nt	nt	8	-7	-11	0.9
CCOC(=O)CN1C(=O)C2(OCCCO2)c2ccccc21	5	5	nt	nt	nt	13	4	1	1
CN(C)S(=O)(=O)c1cccc(-c2nnc(SCc3cc(Cl)cc4c3OCOC4)n2N)c1	10	12	0	-4	7	12	-1	-10	1
